tim10-1 inh: growth inhibitors of tim10-1 mutant yeast, primary screen, luminescence, uHTS | S. cerevisiae tim10-1 ts strain growth, BacTiter-Glo, 24 h | 2.2% of 330,000 active | AID 463190, 2010 | inhibition, % at 20 µM;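 active = inhibition of at least 40%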;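 note: mutant grown at 25 °C; 0% = DMSO wells with yeast and 100% = wells holding no yeast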
tim23-1 inh: growth inhibitors of tim23-1 mutant yeast, primary screen, luminescence, uHTS | 1.3% of 330,000 active | S. cerevisiae tim23-1 growth, BacTiter-Glo luminescence, 24 h | inhibition, % at 20 µM | AID 463212, 2010;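 active = growth inhibition of the mutant yeast at or above 50%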;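 note: temperature-sensitive mutant grown at 25 °C; plate controls were DMSO-treated mutant yeast for no effect and medium wells lacking yeast for full effect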
XBP1 UPR activ: activators of adaptive XBP1 UPR arm, primary screen, cell-based, CHO-XBP1 luciferase reporter, luminescence, uHTS | IRE1-XBP1 UPR activation; percent of tunicamycin response, DMSO as zero | activation, % at 20 µM | 0.33% of 330,000 active;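 active = versus positive control, 20 µM dose yields 30% or more activation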;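 note: 100% = tunicamycin at 10 µg/mL and 0% = DMSO only wells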
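Signal: luciferase luminescence; Assay system: CHO-XBP1 luciferase reporter cells; Amount: one thousand reporter cells per well; Dosing: 20 µM single concentration, DMSO 1%; Benchmarks: high control tunicamycin 10 µg/mL final, low control DMSO vehicle only; Schedule: 6 h compound exposure at 37 °C, 5% CO2; Evaluation: percent activation relative to tunicamycin reference.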
Jurkat NFkB inh: inhibitors of induced NF-kB luciferase reporter, primary screen, TCR NF-kB activation inhibitor project, cell-based, luminescence, uHTS. Jurkat, PMA/ionomycin-induced NF-kB luciferase reporter. inhibition, % at 4 µM. 0.53% of 330,000 active. AID 435003, 2010; in the data active = inhibition above about 50%
Mdm2-MdmX inh: inhibitors of human Mdm2-MdmX association, primary screen, cell-based, luminescence, split luciferase, SaOS-2, uHTS; SaOS-2 split-luciferase Mdm2/MdmX complementation; inhibition, % at 8 µM; 3% of 330,000 active; AID 485346, 2010;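 active = inhibition of at least 50% at 8 µM in the primary screen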
Target sequence (O15151 whole entry, looked up): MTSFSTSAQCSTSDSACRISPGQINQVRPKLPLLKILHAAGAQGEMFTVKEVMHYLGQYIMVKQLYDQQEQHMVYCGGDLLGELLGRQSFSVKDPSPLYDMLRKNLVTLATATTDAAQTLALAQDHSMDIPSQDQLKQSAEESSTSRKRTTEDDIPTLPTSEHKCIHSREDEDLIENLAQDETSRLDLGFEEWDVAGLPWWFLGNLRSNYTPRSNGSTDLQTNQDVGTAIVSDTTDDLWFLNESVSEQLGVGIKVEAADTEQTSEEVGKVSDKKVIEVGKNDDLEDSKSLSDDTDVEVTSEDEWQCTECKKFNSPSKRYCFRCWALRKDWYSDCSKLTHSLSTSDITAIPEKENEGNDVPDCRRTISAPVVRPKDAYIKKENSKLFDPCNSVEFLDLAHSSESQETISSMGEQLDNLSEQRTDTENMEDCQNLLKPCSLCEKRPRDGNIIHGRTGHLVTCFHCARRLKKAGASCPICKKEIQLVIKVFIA
Target sequence (Q00987 whole entry, looked up): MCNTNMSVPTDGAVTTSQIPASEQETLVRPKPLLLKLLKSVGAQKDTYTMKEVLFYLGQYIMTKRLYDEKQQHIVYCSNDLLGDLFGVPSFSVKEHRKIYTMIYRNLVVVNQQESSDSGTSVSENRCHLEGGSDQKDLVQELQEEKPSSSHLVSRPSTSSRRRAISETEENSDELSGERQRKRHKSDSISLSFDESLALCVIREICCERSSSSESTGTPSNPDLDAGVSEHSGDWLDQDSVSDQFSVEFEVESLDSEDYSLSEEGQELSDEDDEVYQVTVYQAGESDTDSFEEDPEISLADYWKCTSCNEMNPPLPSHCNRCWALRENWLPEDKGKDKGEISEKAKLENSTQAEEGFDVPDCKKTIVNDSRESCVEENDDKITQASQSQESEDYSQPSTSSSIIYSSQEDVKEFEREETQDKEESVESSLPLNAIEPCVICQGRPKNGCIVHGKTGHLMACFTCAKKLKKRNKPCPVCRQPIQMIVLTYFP
CHOP UPR activ: activators of apoptotic CHOP UPR arm, primary screen, cell-based, CHO-CHOP luciferase reporter, luminescence, uHTS; 0.34% of 330,000 active; activation, % at 10 µM; UPR activation; percent of tunicamycin response over DMSO baseline;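 active = at 10 µM dose, activation of 40% or more, normalized to positive control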;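 note: 100% = tunicamycin at 10 µg/mL and 0% = DMSO alone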
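assay system = CHO CHOP reporter cells | amount = 500 CHO-CHOP cells per well | buffer or medium = F12 with 10% FBS | incubation = 16-18 h cell attachment, then 6 h compound exposure, 37 °C | detection = luminescence read with Steady-Glo | read-out = percent activation relative to tunicamycin control | controls = tunicamycin high control, DMSO low control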
697 NFkB inh: inhibitors of PMA/ionomycin-induced NF-kB reporter, 697 cells, primary screen, B-cell NF-kB inhibitor project, cell-based, luminescence, uHTS | 697 B-cell NF-kB luciferase reporter, 16 h | inhibition, % at 4 µM | 0.33% of 330,000 active | AID 435022, 2010; in the data active = inhibition above about 35%
TIM10 inh: growth inhibitors of isogenic TIM10 control yeast, primary screen, counter-screen for tim10-1 yeast inhibitor project, luminescence, uHTS | S. cerevisiae TIM10 strain growth, BacTiter-Glo luminescence, 24 h | inhibition, % at 10 µM | 1.4% of 330,000 active | AID 463195, 2010;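 active = inhibition of 40% or more at the single tested concentration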;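 note: wild-type TIM10 isogenic control strain grown at permissive 25 °C; 0% = DMSO yeast wells and 100% = minimal medium wells without yeast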
Numbers without * were called inactive.

SMILES	tim10-1 inh	tim23-1 inh	XBP1 UPR activ	Jurkat NFkB inh	Mdm2-MdmX inh	CHOP UPR activ	697 NFkB inh	TIM10 inh
Cn1c(=O)oc2cc(S(=O)(=O)NCCc3ccccc3)ccc21	7	7	-1	-3	14	-0.9	5	-6
Cn1ccnc1SCC(=O)Nc1ccc2nc(SCC(=O)NC3CC3)sc2c1	9	3	-3	-80	-14	3.3	8	4
Cc1ccnc2nc(C(=O)NCc3ccccc3)nn12	13	13	0	-1	6	7.1	11	1
COc1cc(OC)cc(-c2c(-c3cccs3)c3cc(-c4ccc5c(c4)OCCO5)ccc3n2C)c1	4	16	-3	-15	-16	2.4	0	4
O=C(O)CNS(=O)(=O)c1cccc2nsnc12	4	-1	-3	10	7	-2.1	0	-4
CCc1ccc(C2=NN(C(=O)CCC(=O)O)C(c3cccs3)C2)cc1 (stereo unspecified)	3	5	-2	-12	23	2.3	-26	8
O=C(O)C1(S(=O)(=O)c2ccc(Cl)cc2)CCC1	2	12	3	-5	24	0.3	5	-15
COc1ccc(-c2cc(C(=O)NCC(c3ccco3)N(C)C)c3ccccc3n2)cc1OC (stereo unspecified)	-2	3	-2	15	23	0.5	7	-6
COc1cccc(CN2CC(C(=O)NCCCn3ccnc3C)CCC2=O)c1 (stereo unspecified)	-1	3	-3	3	-9	1.9	2	-1
O=C(N/N=C/c1ccncc1)c1cc2ccccc2cc1O	-21	-1	3	4	21	5.1	13	2
CCOc1ccc(CCN2CN(C3CCCCC3)CNC2=S)cc1OCC	26	16	-2	11	22	-0.7	5	3
Oc1ccc(/C=N/Nc2nc(-c3ccc(Cl)cc3)cc(C(F)(F)F)n2)cc1	37	24	3	-16	57*	5.2	-5	27
CN(c1ccccc1)S(=O)(=O)c1cccc(C(=O)NCc2ccccc2CN2CCCC2)c1	6	26	0	0	19	0.5	-46	6
Cn1ncc([N+](=O)[O-])c1C(=O)N/N=C/c1cccc([N+](=O)[O-])c1	10	-3	4	2	-5	-0.8	25	3
O=C(NCc1cccs1)C(=O)NCC(c1ccco1)N1CCN(c2ccc(F)cc2)CC1 (stereo unspecified)	5	31	-2	9	17	-0.1	-11	21
COc1ccc2sc(-c3ccc(N(C)C)cc3)c(C#CC(C)(C)O)c2c1	24	15	4	-17	26	5.5	-40	4
CCCN(CCC)Cc1c(C(=O)N/N=C/c2ccc(C)o2)nnn1-c1nonc1N	1	9	9	-7	-12	-1.0	4	18
CCCc1cc(N2CCOCC2)n2nc(C)c(-c3ccccc3)c2n1	14	26	1	-6	9	1.1	-7	14
c1ccc2c(COn3nnc4ccccc43)cccc2c1	1	1	2	-94	-91	5.2	-72	-2
CCc1ccc(C(=O)Nn2c(C)nc3ccccc3c2=O)cc1	5	29	0	-9	-16	-1.7	14	17
CSC1=C(C#N)C(c2ccccc2Cl)C(C(C)=O)=C(C)N1 (stereo unspecified)	3	1	0	3	1	0.4	21	6
Cc1[nH]cnc1C(=O)N/N=C/c1ccc([N+](=O)[O-])s1	5	20	-2	-1	31	1.0	5	8
CCn1c(C)cc(C(=O)COC(=O)c2ccccc2[N+](=O)[O-])c1C	21	38	-9	59*	96*	-9.8	41*	10
Cn1cc(CN2CCC[C@H]2CO)c(-c2cccc(Cl)c2)n1	11	12	0	7	19	-0.4	15	1
COc1ccc(OCCCC(=O)NCc2ccco2)cc1	-10	-5	-3	-7	10	-0.5	2	-15
O=C(O)c1ccccc1/C=N/Nc1ccc(S(=O)(=O)N2CCOCC2)cc1[N+](=O)[O-]	-3	1	-3	0	1	-0.6	-5	2
O=C1/C(=C/c2ccncc2)SC(=S)N1N1CCOCC1	56*	69*	-2	11	-12	2.0	7	58*
COc1ccccc1CCN1CCCC(CN(C)C(=O)CCC(=O)N(C)C)C1 (stereo unspecified)	1	-2	1	3	9	-0.3	20	10
Cc1cccc(Nc2nc(-c3ccc(F)cc3)cs2)n1	13	25	1	-129	-262	5.7	-210	14

A second format for 14 compounds above:
Values run as follows: tim10-1 inh | tim23-1 inh | XBP1 UPR activ | Jurkat NFkB inh | Mdm2-MdmX inh | CHOP UPR activ | 697 NFkB inh | TIM10 inh
Cc1ccnc2nc(C(=O)NCc3ccccc3)nn12
    13 | 13 | 0 | -1 | 6 | 7.1 | 11 | 1
COc1cc(OC)cc(-c2c(-c3cccs3)c3cc(-c4ccc5c(c4)OCCO5)ccc3n2C)c1
    4 | 16 | -3 | -15 | -16 | 2.4 | 0 | 4
O=C(O)CNS(=O)(=O)c1cccc2nsnc12
    4 | -1 | -3 | 10 | 7 | -2.1 | 0 | -4
CCc1ccc(C2=NN(C(=O)CCC(=O)O)C(c3cccs3)C2)cc1 (stereo unspecified)
    3 | 5 | -2 | -12 | 23 | 2.3 | -26 | 8
O=C(O)C1(S(=O)(=O)c2ccc(Cl)cc2)CCC1
    2 | 12 | 3 | -5 | 24 | 0.3 | 5 | -15
COc1ccc(-c2cc(C(=O)NCC(c3ccco3)N(C)C)c3ccccc3n2)cc1OC (stereo unspecified)
    -2 | 3 | -2 | 15 | 23 | 0.5 | 7 | -6
COc1cccc(CN2CC(C(=O)NCCCn3ccnc3C)CCC2=O)c1 (stereo unspecified)
    -1 | 3 | -3 | 3 | -9 | 1.9 | 2 | -1
O=C(N/N=C/c1ccncc1)c1cc2ccccc2cc1O
    -21 | -1 | 3 | 4 | 21 | 5.1 | 13 | 2
CCOc1ccc(CCN2CN(C3CCCCC3)CNC2=S)cc1OCC
    26 | 16 | -2 | 11 | 22 | -0.7 | 5 | 3
Oc1ccc(/C=N/Nc2nc(-c3ccc(Cl)cc3)cc(C(F)(F)F)n2)cc1
    37 | 24 | 3 | -16 | 57* | 5.2 | -5 | 27
CN(c1ccccc1)S(=O)(=O)c1cccc(C(=O)NCc2ccccc2CN2CCCC2)c1
    6 | 26 | 0 | 0 | 19 | 0.5 | -46 | 6
Cn1ncc([N+](=O)[O-])c1C(=O)N/N=C/c1cccc([N+](=O)[O-])c1
    10 | -3 | 4 | 2 | -5 | -0.8 | 25 | 3
O=C(NCc1cccs1)C(=O)NCC(c1ccco1)N1CCN(c2ccc(F)cc2)CC1 (stereo unspecified)
    5 | 31 | -2 | 9 | 17 | -0.1 | -11 | 21
COc1ccc2sc(-c3ccc(N(C)C)cc3)c(C#CC(C)(C)O)c2c1
    24 | 15 | 4 | -17 | 26 | 5.5 | -40 | 4
